Wnt bcat act: activates Wnt/beta-catenin signaling in a reporter cell assay; AID 743398; activation, % at 9.35 µM; activator, plate reader; hit rate 1.2% among 300,000; in the data active = activation above about 30%, passing the limit was not always enough;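 note: 0% = neutral control wells and 100% = positive control wells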
V-ATPase pH: yeast V-ATPase proton transport regulation by pHLuorin; S. cerevisiae, pHLuorin cytosolic pH fluorescence; response, % at 10 µM; hit rate 0.37% among 350,000; in the data active = response mostly above about 7.3%, no sharp cut-off; inactive = mostly below about 5.4%; note: actives read high; inactives centre near 0; some compounds called inactive have numbers as strong as hits; reference of the scale not given here
DSG3 Ab inh: human desmoglein-3 autoantibody binding inhibition. DSG3-coupled beads, scFv-anti-DSG3-GFP binding, flow cytometry; active compounds read low. binding (percent of control), % at 10 µM. hit rate 0.48% among 310,000;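 active = binding more than 3 SD below its plate's average and above zero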;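 note: hits lower antibody fragment binding to DSG3; some compounds called inactive have numbers as strong as hits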
Target sequence (P32926 whole entry, looked up, the tested form may be a part): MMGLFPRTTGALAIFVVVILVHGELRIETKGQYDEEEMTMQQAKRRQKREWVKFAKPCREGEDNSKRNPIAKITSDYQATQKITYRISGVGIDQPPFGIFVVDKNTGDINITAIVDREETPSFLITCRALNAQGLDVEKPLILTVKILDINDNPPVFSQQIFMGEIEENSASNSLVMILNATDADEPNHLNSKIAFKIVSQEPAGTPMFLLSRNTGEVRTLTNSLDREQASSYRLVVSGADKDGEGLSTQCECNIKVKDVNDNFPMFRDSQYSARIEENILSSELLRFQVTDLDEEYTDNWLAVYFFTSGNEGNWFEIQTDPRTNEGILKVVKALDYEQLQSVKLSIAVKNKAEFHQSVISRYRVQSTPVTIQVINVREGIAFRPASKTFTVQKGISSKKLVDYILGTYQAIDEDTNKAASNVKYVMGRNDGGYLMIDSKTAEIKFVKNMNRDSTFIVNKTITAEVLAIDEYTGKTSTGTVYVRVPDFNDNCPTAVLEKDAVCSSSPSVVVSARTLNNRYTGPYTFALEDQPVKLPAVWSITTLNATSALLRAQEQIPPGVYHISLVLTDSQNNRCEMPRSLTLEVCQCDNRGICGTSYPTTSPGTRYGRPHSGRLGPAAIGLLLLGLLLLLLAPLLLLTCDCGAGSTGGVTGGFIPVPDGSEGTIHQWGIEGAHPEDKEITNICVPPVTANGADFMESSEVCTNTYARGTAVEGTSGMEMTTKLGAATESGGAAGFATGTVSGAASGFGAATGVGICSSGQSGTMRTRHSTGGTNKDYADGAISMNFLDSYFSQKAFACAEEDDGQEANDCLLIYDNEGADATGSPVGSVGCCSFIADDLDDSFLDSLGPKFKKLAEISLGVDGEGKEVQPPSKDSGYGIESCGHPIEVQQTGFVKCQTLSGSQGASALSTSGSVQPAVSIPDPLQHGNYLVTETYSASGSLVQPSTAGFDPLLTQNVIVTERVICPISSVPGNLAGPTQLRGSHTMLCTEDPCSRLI
An asterisk follows results filed as active. These rows are one share of the data; rates above refer to the full screens.

DSG3 Ab inh | V-ATPase pH | molecule | Wnt bcat act
100 | -1 | O=C(NC1CCCCC1)N(c1ccccc1)c1nnc(-c2cccc([N+](=O)[O-])c2)s1 | 12
100 | -2 | COc1ccc(C(=O)Nc2ccc3c(c2)OCCO3)c(OC)c1 | 55*
107 | 2 | CCOC(=O)c1c(C)nc(C)c(C(=O)OCC)c1-c1cccc([N+](=O)[O-])c1 | -3
104 | 2 | Cc1sc2ncnc(N3CCC(C(=O)N(C)CC(=O)Nc4cccc(F)c4)CC3)c2c1C | -3
110 | 2 | O=C(O)c1ccccc1C(=O)OC1CC2CCC1C2 (configuration not stated) | -5
107 | -2 | O=C(C[C@H]1C(=O)N(c2ccccc2)C[C@@H]1Cc1ccccc1)Nc1ccc(Br)cc1 | -2
102 | 2 | Cc1csc(=O)n1CC(=O)OCC(=O)Nc1ccc(F)c(F)c1F | -1
97 | -2 | C[C@@H]1CNC(=O)c2c(C(=O)NCc3ccc(CNC(=O)OC(C)(C)C)cc3)ncn21 | -1
100 | 1 | Cc1csc(SCC(=O)Nc2ccc(C)c(S(=O)(=O)N(C)C)c2)n1 | 1
103 | 0 | Cc1ccc(-c2noc(CCC(=O)Nc3cccc(C(=O)NC4CC4)c3)n2)cc1 | -1
100 | 1 | O=NN(CCCl)C(=O)NCCc1cccc[n+]1[O-] | -2
123 | -1 | C[C@@H]1CN([C@H](C)CO)S(=O)(=O)c2ccc(C#CC3CCCCC3)cc2O[C@H]1CN(C)C(=O)Cc1ccncc1 | -3
103 | -1 | CN(Cc1ccc(Cl)cc1Cl)C(=O)Cc1ccc(S(=O)(=O)N2CCOCC2)s1 | -7
101 | 1 | Cc1ccc(C(=O)OCC(=O)NC2CCCC(C)C2C)s1 (configuration not stated) | -2
106 | 2 | COc1ccc(CN2C(=O)C(CC(=O)NCCCCc3ccccc3)CC(C(=O)N(C(C)C)C(C)C)=C2C)cc1 (configuration not stated) | -1
103 | 1 | COc1ccc(CNC(=O)c2ccccc2NC(=O)C2=C(C)OCCS2)cc1 | 0
109 | 0 | COc1ccc(-c2ccc(SCC(=O)NC3CCCC3)nn2)cc1 | 11
98 | 1 | N#CCCN(CCCN1CCOCC1)CN1C(=O)c2ccccc2C1=O | 0
97 | 4 | O=C1CCN(C(=O)c2ccccc2)c2ccccc21 | -2
101 | 0 | CC(C)(c1ccc(O)cc1)c1ccc(O)c(C(=O)O)c1 | -4
109 | 1 | C[C@@H]1CN([C@H](C)CO)C(=O)CCCn2nncc2CO[C@H]1CN(C)S(=O)(=O)c1ccc(Cl)cc1 | -1
111 | 1 | CCCNC(=O)N(C)C[C@H]1Oc2cc(Br)ccc2S(=O)(=O)N([C@@H](C)CO)C[C@@H]1C | -1
68* | 2 | N#Cc1ccc2c(=O)n(-c3ccccc3)sc2c1 | 20
104 | 6 | CC(=NNS(=O)(=O)c1ccc(C)cc1)c1ccccc1 | 0
100 | -1 | Cc1ccc(S(=O)(=O)NN=Cc2c(O)ccc3ccccc23)cc1 | -1
90 | 1 | CN(C1=NS(=O)(=O)c2ccccc21)c1ccc(OC(=O)c2ccccc2F)cc1 | -1
108 | -5 | C#CC(C)OCC1CNC(=S)O1 (configuration not stated) | -2
101 | -1 | C[C@@H]1CN([C@H](C)CO)C(=O)CCCn2nncc2CO[C@@H]1CN(C)C(=O)c1ccccc1 | -2
100 | -2 | O=C(C[C@@H]1C[C@H]2c3cc(NC(=O)c4cccnc4)ccc3O[C@H]2[C@H](CO)O1)NCc1ccc(Oc2ccccc2)cc1 | -4
99 | 0 | OCCCN1CNC(=S)NC1 | 2

Compound profiles (already shown). Screens in order: DSG3 Ab inh, V-ATPase pH, Wnt bcat act
O=C(NC1CCCCC1)N(c1ccccc1)c1nnc(-c2cccc([N+](=O)[O-])c2)s1 in the list: 100, -1, 12
Cc1ccc(-c2noc(CCC(=O)Nc3cccc(C(=O)NC4CC4)c3)n2)cc1 in the list: 103, 0, -1

Shown field by field: entries from further up.
O=NN(CCCl)C(=O)NCCc1cccc[n+]1[O-]
  DSG3 Ab inh: 100
  V-ATPase pH: 1
  Wnt bcat act: -2

CCCNC(=O)N(C)C[C@H]1Oc2cc(Br)ccc2S(=O)(=O)N([C@@H](C)CO)C[C@@H]1C
  DSG3 Ab inh: 111
  V-ATPase pH: 1
  Wnt bcat act: -1

COc1ccc(CNC(=O)c2ccccc2NC(=O)C2=C(C)OCCS2)cc1
  DSG3 Ab inh: 103
  V-ATPase pH: 1
  Wnt bcat act: 0

N#Cc1ccc2c(=O)n(-c3ccccc3)sc2c1
  DSG3 Ab inh: 68*
  V-ATPase pH: 2
  Wnt bcat act: 20

Continued:
DSG3 Ab inh | V-ATPase pH | molecule | Wnt bcat act
106 | 0 | CCOC(=O)C(=NO)C1=CSC2=NNC(C)(C)N12 | -2
102 | -1 | O=C(CC1SC(N2CCCC2)=NC1=O)Nc1ccc(C(=O)NCc2ccccc2F)cc1 (configuration not stated) | -1
103 | 3 | CNC(=O)C1CN(C(=O)c2cccc(S(=O)(=O)N3CCc4ccccc43)c2)c2ccccc2O1 (configuration not stated) | -1
98 | 3 | CCOC(=O)C1CCN(C(=O)c2ccc3c(=O)n4nc(Nc5ccccc5)sc4nc3c2)CC1 | -3
103 | 0 | C[C@H](CO)N1C[C@H](C)[C@@H](CN(C)C)OCc2cnnn2CCCC1=O | -2
106 | -1 | O=C(COC(=O)C1CCC1)Nc1cc(S(=O)(=O)N2CCOCC2)ccc1Cl | -6
106 | 0 | CCCN(C(=O)CSc1nnc(-c2ccncc2)n1CCC)c1c(N)n(Cc2ccccc2)c(=O)[nH]c1=O | -1
102 | 0 | Cc1noc(C)c1S(=O)(=O)N(C)C[C@@H]1OCc2cnnn2CCCC(=O)N([C@@H](C)CO)C[C@H]1C | -1
96 | 4 | CCc1cc(C(=O)NC2CCCc3c2cnn3-c2ccc(F)cc2F)no1 (configuration not stated) | 1
107 | 1 | CCOC(=O)C1C(C(=O)OCC)C(C)(C)C1N(C)C (configuration not stated) | 2
100 | -4 | COc1ccccc1CNS(=O)(=O)c1c(C)cc(C)cc1C | -1
98 | 1 | CCOc1ccc(NS(=O)(=O)c2ccc(Cl)c(N=Nc3c(O)[nH]c(=S)[nH]c3=O)c2)cc1Br | 1
101 | -2 | Cc1ccc(NC(=O)CSc2nnc3ccccn23)c(Cl)c1 | 1
100 | -1 | Cc1ccc(C)c(NC(=S)N2CCC(C(=O)c3ccc(F)cc3)CC2)c1 | 1
111 | 2 | CCN1C(=O)[C@H]2[C@@H](c3ccc(C(F)(F)F)cc3)N[C@]3(CCCN(Cc4ccc(Br)cc4)C3=O)[C@H]2C1=O | 0
102 | 1 | CN[C@H]1C[C@H]2c3[nH]c4ccc(-c5ccc(OC)cc5)cc4c3CCN2C(=O)[C@H]1[C@H](C)O | 2
104 | -2 | C[C@@H]1CN([C@@H](C)CO)C(=O)c2cc(Br)cnc2O[C@@H]1CN(C)C(=O)CN(C)C | -3
105 | 0 | COCCNC(=S)N(CCCO)Cc1cc2cc3c(cc2[nH]c1=O)OCO3 | -1
107 | -1 | COCCCN1C(=O)C(CC(=O)NC2CCCCC2)CC(C(=O)N(C)C)=C1C (configuration not stated) | 0
93 | -1 | O=C(O)c1ccc(CNC(=O)C2CCN(S(=O)(=O)c3ccc4c(c3)OCCO4)CC2)cc1 | 3
98 | 2 | CCc1ccc([C@@H]2C[C@H]3[C@@H](CN2S(=O)(=O)c2ccc(C)cc2)C(=O)C[C@@H](c2cccc(Cl)c2)N3S(=O)(=O)c2ccc(C)cc2)cc1 | -4
101 | 2 | COc1cc(NC(=O)CN2CCN(C(=O)c3ccco3)CC2)c(C)cc1[N+](=O)[O-] | 0
102 | -4 | CC(=O)Nc1ccc(NC(=O)N2CCOCC2)cc1 | -1
106 | 1 | O=C(COC(=O)COc1ccc(Br)cc1)NC1CCS(=O)(=O)C1 (configuration not stated) | -3
103 | 1 | CC(=O)Nc1cccc(NC(=O)c2ccc(S(=O)(=O)NCc3ccco3)cc2)c1 | 2
95 | 2 | Cc1ccccc1N1Cc2ccccc2C1=O | -2
109 | -3 | [O-][n+]1ccc(CC(O)(C(F)(F)F)C(F)(F)F)cc1 | -4
104 | -1 | C[C@H](CO)N1C[C@H](C)[C@@H](CN(C)Cc2ccc3c(c2)OCCO3)OCc2cnnn2CCCC1=O | -2
107 | -1 | COC(=O)NC1CC2C=CC1C1C=CC21 (configuration not stated) | -6
99 | 0 | COc1ccc(-c2ccc(CN3C(CC(C)C)C(=O)N(Cc4cn(Cc5ccco5)nn4)CCS3(=O)=O)cc2)cc1OC (configuration not stated) | -5

Next results.
DSG3 Ab inh | V-ATPase pH | molecule | Wnt bcat act
106 | -2 | C[C@H]1CN([C@@H](C)CO)C(=O)CCCn2nncc2CO[C@H]1CN(C)S(=O)(=O)c1ccc(C#N)cc1 | -1
102 | 1 | Cc1ccc(C(=O)Nc2cccc(C(F)(F)F)c2)cc1Nc1ncnc2nc[nH]c12 | -8
107 | -3 | COCCCN(C(=O)C1=COCCO1)c1c(N)n(Cc2ccccc2)c(=O)[nH]c1=O | -3
106 | 2 | O=C(NCc1ccco1)c1ccc(OC2CCN(Cc3ccccn3)CC2)cc1 | 10
103 | -1 | COc1ccc(Cc2noc(=O)[nH]2)cc1 | 0
110 | 1 | COc1ccc([C@H]2N[C@]3(CCCN(Cc4ccc(F)cc4)C3=O)[C@H]3C(=O)N(Cc4ccccc4)C(=O)[C@@H]23)cc1 | 1
105 | 2 | Cc1ccc(/C(O)=C2\C(=O)C(=O)N(C)C2c2ccccc2)cc1 (configuration not stated) | 6
107 | -4 | COCC(C)NC(=O)C1CC(=O)N(CCc2ccc(F)cc2)C1 (configuration not stated) | -3
99 | -3 | CCN(CC(=O)Nc1ccc(NC(C)=O)cc1)CC(=O)Nc1cccc2ccccc12 | -2
101 | -1 | CN(C)C(=O)c1cccc(COc2ccc(N3C(N)=NC(N)=NC3(C)C)cc2Cl)c1 | -6
104 | -4 | CC1CCC(C(O)(C(=O)c2ccccc2)c2ccccc2)C(=O)C1 (configuration not stated) | 0
102 | -3 | CCCn1c(=O)c(C(=O)Nc2ccccc2N)c(O)c2ccccc21 | 1
101 | 6 | C[C@H](CO)N1C[C@H](C)[C@@H](CN(C)C(=O)Nc2ccc(F)cc2)OCc2cnnn2CCCC1=O | -1
101 | 2 | CCc1cc(-c2nnn(CCC3COCCO3)c2CC)ccc1-c1cn(CCc2c[nH]c3ccccc23)nn1 (configuration not stated) | -1
108 | 3 | CNS(=O)(=O)c1ccc(CNC[C@H]2O[C@@H](n3cc(C)c(=O)[nH]c3=O)C[C@@H]2O)cc1 | -1
112 | -2 | Cc1cc(C2=CC(=O)C[C@H](c3ccc(F)cc3)C2)ccc1F | -1
101 | 2 | C[C@@H]1CN([C@@H](C)CO)C(=O)c2cc(Br)cnc2O[C@H]1CN(C)C(=O)CN1CCOCC1 | -1
104 | -1 | COc1cc2c(cc1OC)C(c1c(-c3c(Cl)cccc3Cl)noc1C)=NCC2 | 1
97 | 8.5* | Cc1cc(=O)c2ccc(NC(=O)c3ccccc3)cc2[nH]1 | 2
106 | 0 | CC(C)C1C(=O)N(Cc2cn(CCC3OCCCO3)nn2)CCS(=O)(=O)N1Cc1ccc(-c2ccc(Cl)c(Cl)c2)cc1 (configuration not stated) | -2
102 | 3 | O=C(CSc1ccccc1F)NCC(c1ccco1)N1CCCCC1 (configuration not stated) | -5
106 | 2 | COCOCCn1cc(CN2CCS(=O)(=O)N(Cc3ccc(-c4ccc(F)cc4)cc3)C(CC(C)C)C2=O)nn1 (configuration not stated) | -4
105 | -2 | O=C(O)C1C(c2ccccc2)=C1c1ccc(Br)cc1 (configuration not stated) | -2
96 | 2 | CCc1c(N=O)c(-c2ccccc2)n(O)[n+]1[O-] | -1
106 | 0 | C[C@H]1CN(c2ccc(Br)cc2)C(=O)[C@@H]1CC(=O)Nc1ccccc1 | -2
105 | -1 | CCC(C)[C@H](N)C(=O)N[C@H]1CCC2C3CC=C4C[C@@H](O)CC[C@]4(C)C3CC[C@@]21C (some centres not stated) | -1
89 | 2 | C[C@@H]1CCCCO[C@@H](CN(C)S(=O)(=O)c2ccccc2)[C@@H](C)CN([C@H](C)CO)C(=O)c2cc(NS(=O)(=O)c3ccc(F)cc3)ccc2O1 | -4
102 | 1 | CCCNC(=O)N(C)C[C@H]1Oc2ncc(C#CCc3ccccc3)cc2C(=O)N([C@H](C)CO)C[C@H]1C | -1

Source: PubChem BioAssay (several laboratories)
